PfG6PD inh: PfG6PD (Plasmodium falciparum) enzyme inhibition; 350,000 compounds, 0.78% hits; inhibition, % at 20 µM; AID 504690; PfGluPho enzyme, NADPH resazurin-diaphorase fluorescence;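 active = inhibition reaching at least a set limit at 20 µM in the primary screen, cut at about 59% in these data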;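 also: 0% = DMSO wells with substrate and 100% = DMSO wells lacking glucose-6-phosphate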
hIAP act: increases human intestinal alkaline phosphatase activity; purified human IAP, CDP-Star luminescence, 30 min; active compounds read high; 1 = vehicle-only enzyme, 0 = enzyme-free background; activation factor at 10 µM; 330,000 compounds, 0.16% hits;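 active = activation factor of the enzyme at least 2-fold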; also: the source names both 10 and 20 µM as test concentration; values of inactives mirror those of a sister screen read the other way
Target sequence (P09923 whole entry, looked up): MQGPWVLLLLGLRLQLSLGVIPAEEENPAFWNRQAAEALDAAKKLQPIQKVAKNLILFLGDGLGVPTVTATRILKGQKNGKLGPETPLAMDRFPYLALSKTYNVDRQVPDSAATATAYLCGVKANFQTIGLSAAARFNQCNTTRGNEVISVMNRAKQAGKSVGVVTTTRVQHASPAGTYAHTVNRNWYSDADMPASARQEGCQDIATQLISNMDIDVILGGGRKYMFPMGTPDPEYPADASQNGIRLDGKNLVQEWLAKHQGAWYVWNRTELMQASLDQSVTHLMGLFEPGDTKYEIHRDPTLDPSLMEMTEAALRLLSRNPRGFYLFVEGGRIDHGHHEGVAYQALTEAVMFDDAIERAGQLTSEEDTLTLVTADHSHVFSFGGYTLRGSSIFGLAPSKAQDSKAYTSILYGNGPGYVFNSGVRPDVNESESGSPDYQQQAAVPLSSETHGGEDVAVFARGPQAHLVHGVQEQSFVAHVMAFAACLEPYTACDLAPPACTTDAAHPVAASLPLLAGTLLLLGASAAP
ATG4B inh: ATG4B (human) cysteine protease inhibition; 340,000 compounds, 0.51% hits; Q9Y4P1; inhibition, % at 8.33 µM; ATG4B cleavage of LC3-PLA2, NBD-HPC fluorescence, 1 h; in the data active = inhibition above about 40%
hIAP inh: blocks human intestinal alkaline phosphatase; purified IAP, CDP-Star luminescence, 30 min; inhibition, % at 10 µM; P09923; 330,000 compounds, 0.12% hits;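 active = inhibition reaching a set limit with compound at 10 µM in the primary screen, cut at about 35% in these data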;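 also: plate controls were DMSO wells with enzyme for no effect and no-enzyme buffer wells for full effect; values of inactives mirror those of a sister screen read the other way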
APOBEC3A inh: blocks human APOBEC3A ssDNA deamination | P31941 | recombinant A3A, FAM/TAMRA ssDNA deamination fluorescence | inhibition, % at 20 µM | 330,000 compounds, 0.41% hits | AID 493011;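 active = at least 40% inhibition at 20 µM here, with at most 30% in a related deaminase screen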;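 also: plate controls were A3A with DMSO for no effect and wells lacking A3A enzyme for full effect; some results filed as inactive read as strong as hits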
Target sequence (P31941 whole entry, looked up): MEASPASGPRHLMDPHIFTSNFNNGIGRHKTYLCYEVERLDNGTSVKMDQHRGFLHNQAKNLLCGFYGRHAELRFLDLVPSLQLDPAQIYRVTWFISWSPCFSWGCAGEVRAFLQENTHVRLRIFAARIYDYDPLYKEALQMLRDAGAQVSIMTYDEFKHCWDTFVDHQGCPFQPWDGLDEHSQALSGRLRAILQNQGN
mIAP act: mouse IAP activation; activation factor at 10 µM; 330,000 compounds, 0.24% hits; muIAP, CDP-Star luminescence, 30 min; active compounds read high; 1 = vehicle-only enzyme signal, 0 = enzyme-free wells;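 active = activation factor of at least 2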; also: the source names both 10 and 20 µM as test concentration; values of inactives mirror those of a sister screen read the other way
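also added = chemiluminescent substrate CDP-Star | test system = mouse IAP enzyme | signal = chemiluminescence readout | compound = DMSO-dissolved test compounds | incubation = 30 min at room temperature | benchmarks = DMSO wells, no-enzyme wells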
mIAP inh: mouse IAP inhibition; AID 2806; 330,000 compounds, 0.2% hits; purified mouse IAP, CDP-Star luminescence, 30 min; inhibition, % at 10 µM;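 active = inhibition of at least 40% at 10 µM in the primary screen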;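 also: plate controls were DMSO with enzyme for no effect and no enzyme wells for full effect; values of inactives mirror those of a sister screen read the other way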
HKDC1 inhibitor: inhibitors of human hexokinase HKDC1 | 340,000 compounds, 0.16% hits | AID 493160 | inhibition, % at 20 µM | Q2TB90 | recombinant HKDC1, G6PDH/diaphorase resazurin coupled fluorescence;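 active = inhibition above about 35% when tested at 20 µM, limit read from the data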;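 also: plate controls were DMSO wells with enzyme for no effect and DMSO wells lacking enzyme for full effect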
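Material – in-house recombinant HK5 (HKDC1) enzyme · Quantity – HKDC1 at 5 µg/mL · Buffer or medium – pH 8.0 Tris buffer with 10 mM MgCl2 · Reagent – glucose with 1 mM ATP · Dosing – single 20 µM dose · Times – reaction time 90 min, room temperature, protected from light · Technique – resorufin fluorescence at 613 nm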
* marks the source's active call; other numbers are inactive results; / = no result given.

canonical_smiles,ATG4B inh,hIAP inh,hIAP act,mIAP inh,APOBEC3A inh,PfG6PD inh,HKDC1 inhibitor,mIAP act
COc1ccc2oc(C(=O)OCC(=O)N(C)C3CCS(=O)(=O)C3)c(C)c2c1 (stereo not given),-5,9,0.91,4,2,5,-3,0.96
COc1cc2c(C(=O)N(C)c3ccc(F)cc3)cn(C)c(=O)c2cc1OC,6,11,0.89,1,1,-8,-2,0.99
O=S(=O)(NCCC1=CCCCC1)c1cccc(S(=O)(=O)N2CCOCC2)c1,-5,22,0.78,3,0,-12,3,0.97
COc1cccc(C(c2c(N)n(C)c(=O)n(C)c2=O)C(C)[N+](=O)[O-])c1 (stereo not given),-4,-22,1.2,2,1,3,2,0.98
Cc1noc2ncnc(Oc3ccc(F)cc3)c12,7,-5,1,2,-5,1,-2,0.97
COC(=O)c1ccc(NC(=O)Cc2ccc(C)cc2)cc1,-12,12,0.88,1,-3,4,-5,0.99
COc1ccc(C2CC(O)(c3ccccc3)Oc3cc(OC)cc(OC)c32)cc1 (stereo not given),-3,-4,1,-3,-3,28,4,1
Cc1ccc(NC(=O)COc2ccc(CCO)cc2-n2nc3ccccc3n2)cc1C,-33,-2,1,3,-5,7,-4,0.97
CCC(C(=O)Nc1cc(F)ccc1F)n1nc(C)c2c(C)n(-c3ccc(C)cc3)nc2c1=O (stereo not given),6,-10,1.1,3,-1,9,6,0.97
Cc1sc2nc(-c3cccs3)oc(=O)c2c1C,9,6,0.94,-2,-1,1,-2,1
Cc1ccc2c(N)c(C(=O)c3ccccc3)sc2n1,2,11,0.89,9,-4,14,5,0.91
COc1ccc(OC)c(S(=O)(=O)N2CCN(c3c(C)cccc3C)CC2)c1,37,18,0.82,1,-2,6,8,0.99
CSCCC(NC(=O)c1ccccc1Cl)C(=O)NCC(c1cccs1)N(C)C (stereo not given),-7,-3,1,8,-4,-2,1,0.92
COc1cccc(CNC(=O)c2cc3oc4ccccc4c3n2C)c1OC,-9,-11,1.1,-6,2,-10,-8,1.1
CC(=O)C[C@@H](O)CC(=O)[C@@H]1OC(=O)[C@H](C)C/C=C\Cc2ccccc21,10,8,0.92,-4,9,1,-5,1
CCS(=O)(=O)Nc1ccc(NC(C)=O)cc1,-7,5,0.95,-9,-3,10,1,1.1
CC(/C=N/NC(=O)c1n[nH]c2c1CCC2)=C\c1ccccc1,-4,-52,1.5,2,-4,-14,-4,0.98
Cc1ccc(C(=O)c2ccccc2C(=O)OCC(=O)NCCc2ccccc2)cc1,-3,-7,1.1,2,3,47,0,0.98
O=[N+]([O-])c1ccc(N2CCN(c3ccc(O)cc3)CC2)c(Cl)c1,20,7,0.93,19,0,62*,5,0.81
CC(=O)C[C@@H](O)CC(=O)[C@@H]1OC(=O)CCCCCCc2ccccc21,14,-10,1.1,-1,2,-5,-8,1
O=C(O)c1ccc(Cl)c(S(=O)(=O)Nc2ccc(S(=O)(=O)N3CCCC3)cc2)c1,1,13,0.87,7,0,3,-5,0.93
CCOC(=O)c1cc(CC)sc1NC(=O)c1cc(OCC)c(OCC)c(OCC)c1,-4,0,0.99,3,-1,25,-12,0.97
COc1ccc(NC(=O)CSc2nnc(-c3ccccc3C)n2N)cc1,1,-21,1.2,15,-3,11,5,0.85
CCc1nc(N=C(N)N)nc2ccccc12,/,-12,1.1,-12,3,/,/,1.1
CCCc1n[nH]c(=O)[nH]1,-2,-7,1.1,-4,-5,9,-6,1
COc1ccc(N2CCN(C(=O)CSc3ncnc4scc(-c5ccc(C)cc5)c34)CC2)cc1,0,-10,1.1,6,-4,-7,13,0.94
c1ccc2sc(SN3CCOCC3)nc2c1,3,1,0.99,-2,-4,51,-5,1
O=C(Cn1ncn2c(cc3ccccc32)c1=O)NCCCc1ccccc1,6,-9,1.1,-6,0,-11,0,1.1
Cc1ccc2sc(N(CCN(C)C)C(=O)c3ccc4ccccc4c3)nc2c1C,7,2,0.98,5,-3,5,4,0.95
CCOC(=O)CC1COc2ccccc2N1C(=O)c1ccc(C)cc1 (stereo not given),-7,4,0.96,2,-2,4,-4,0.98

As a short view, part of the list above.
canonical_smiles,ATG4B inh,hIAP inh,hIAP act,mIAP inh,APOBEC3A inh,PfG6PD inh,HKDC1 inhibitor,mIAP act
COc1ccc2oc(C(=O)OCC(=O)N(C)C3CCS(=O)(=O)C3)c(C)c2c1 (stereo not given),-5,9,0.91,4,2,5,-3,0.96
COc1cc2c(C(=O)N(C)c3ccc(F)cc3)cn(C)c(=O)c2cc1OC,6,11,0.89,1,1,-8,-2,0.99
O=S(=O)(NCCC1=CCCCC1)c1cccc(S(=O)(=O)N2CCOCC2)c1,-5,22,0.78,3,0,-12,3,0.97
COc1cccc(C(c2c(N)n(C)c(=O)n(C)c2=O)C(C)[N+](=O)[O-])c1 (stereo not given),-4,-22,1.2,2,1,3,2,0.98
Cc1noc2ncnc(Oc3ccc(F)cc3)c12,7,-5,1,2,-5,1,-2,0.97
COC(=O)c1ccc(NC(=O)Cc2ccc(C)cc2)cc1,-12,12,0.88,1,-3,4,-5,0.99
COc1ccc(C2CC(O)(c3ccccc3)Oc3cc(OC)cc(OC)c32)cc1 (stereo not given),-3,-4,1,-3,-3,28,4,1
Cc1ccc(NC(=O)COc2ccc(CCO)cc2-n2nc3ccccc3n2)cc1C,-33,-2,1,3,-5,7,-4,0.97
CCC(C(=O)Nc1cc(F)ccc1F)n1nc(C)c2c(C)n(-c3ccc(C)cc3)nc2c1=O (stereo not given),6,-10,1.1,3,-1,9,6,0.97
Cc1sc2nc(-c3cccs3)oc(=O)c2c1C,9,6,0.94,-2,-1,1,-2,1
Cc1ccc2c(N)c(C(=O)c3ccccc3)sc2n1,2,11,0.89,9,-4,14,5,0.91
COc1ccc(OC)c(S(=O)(=O)N2CCN(c3c(C)cccc3C)CC2)c1,37,18,0.82,1,-2,6,8,0.99

Going on with the list:
canonical_smiles,ATG4B inh,hIAP inh,hIAP act,mIAP inh,APOBEC3A inh,PfG6PD inh,HKDC1 inhibitor,mIAP act
CCOC(=O)N1CCN(C(=O)c2ccc3c(c2)N(Cc2ccccc2)CCS3)CC1,12,21,0.79,-4,-4,-7,4,1
CCOC(=O)C1=C(c2ccccc2)Nc2ncnn2C1c1cccc(O)c1 (stereo not given),-6,2,0.98,-1,6,-2,-6,1
COC(=O)c1[nH]c2ccc(C)cc2c1NC(=O)CN1CCCC(C)(C)C1,-6,-6,1.1,-2,-3,6,-3,1
CCOC(=O)c1ccc(S(=O)(=O)N2CCC(C(=O)Nc3nnc(C)o3)CC2)cc1,-4,-8,1.1,-7,1,-18,0,1.1
C=CCN(c1ccccc1)S(=O)(=O)c1cccc(C(=O)O)c1,-2,-15,1.1,-7,-3,-33,-3,1.1
CCOc1ccc(Oc2nc(NCC(C)C)nc(N(C)C)n2)nn1,-5,2,0.98,-4,0,-7,-4,1
Cc1onc(-c2ccccc2)c1C(=O)Nc1ccc(C(=O)N2CCCCC2)cc1,-1,-1,1,-8,-5,1,-7,1.1
CSc1nc2c(c(=O)[nH]1)C(c1ccccc1)C1=C(CC(C)(C)CC1=O)N2 (stereo not given),-9,-12,1.1,-9,-2,9,-14,1.1
COC(C[C@H]1O[C@H]1[C@H](O)[C@@H](C)OCc1ccccc1)OC,9,2,0.98,-6,1,-4,-3,1.1
COc1ccc(C(=O)CSc2nnc(Cn3cnc4ccccc43)o2)cc1,-25,-3,1,4,4,3,-1,0.96
Cc1ccc(NC(=O)c2cnccn2)c(OC(F)F)c1,-16,2,0.98,13,-3,-1,5,0.87
CCn1c(C)nnc1SCC(=O)Nc1ccc(C(C)=O)cc1,12,-16,1.2,-6,0,-10,-7,1.1
COc1ccc([C@H]2CC(=O)C=C(c3ccc(O)cc3)C2)cc1OC,-8,-4,1,-1,-4,11,3,1
O=[N+]([O-])c1cccc(-c2cn3ccccc3n2)c1,10,5,0.95,-6,-1,37,-8,1.1
O=C(Nc1ccc(Br)cc1Br)C1CC(=O)N(Cc2ccccc2)C1 (stereo not given),-7,-20,1.2,-2,3,3,-5,1
Cn1c(=O)c2c(nc(N3CCOCC3)n2CCCNC2=NCCCCC2)n(C)c1=O,-7,-19,1.2,7,-2,-7,-6,0.93
Cc1ccccc1NC(=O)/C(=C/c1cccs1)NC(=O)c1ccco1,9,1,0.99,-4,2,-8,-15,1
CC(C)(C)NC(=O)C(OC(=O)c1cccs1)c1ccccc1 (stereo not given),1,-1,1,-9,-2,9,-13,1.1
Cc1nc(NC(=S)NC(=O)c2cncc(Br)c2)ccc1Br,3,23,0.77,4,-3,-14,-7,0.95
O=C(Cn1cnc2c(cnn2-c2ccc(Cl)cc2)c1=O)NCC1CCCO1 (stereo not given),-11,-1,1,9,-15,-16,-7,0.91
CCCCC(=O)Nc1ccc(NC(=O)c2ccccc2[N+](=O)[O-])cc1OC,-3,4,0.95,9,0,-1,-4,0.91
Cc1ccccc1S(=O)(=O)Cc1ccc(C(=O)NCc2ccccc2)o1,6,-10,1.1,5,-2,-3,-2,0.95
Cc1cc(S(=O)(=O)N2CCN(Cc3ccccc3)CC2)c(C)s1,-2,-13,1.1,5,3,2,-1,0.95
CNc1ncc(Cc2ccccc2)s1,3,-7,1.1,-12,2,-6,-4,1.1
CCN(CC)C(=O)CSc1nc(-c2ccccc2)cc(=O)[nH]1,-1,10,0.9,-4,1,-31,-1,1
Cc1ccc(N2CC(O)Cn3c2nc2c3c(=O)n(C)c(=O)n2C)cc1 (stereo not given),3,3,0.97,5,-3,-4,3,0.95
CCOc1ccc(CNC(=S)N/N=C/c2ccncc2)cc1,-6,25,0.75,6,-3,-5,-6,0.94
Cc1ccc(CCNC(=O)C2CCC(=O)N2C2CCCC2)cc1 (stereo not given),6,-7,1.1,-2,-3,0,-5,1
CC(NC(N)=O)C(=O)OCc1ccc(Cl)cc1Cl (stereo not given),-3,2,0.98,-4,1,11,0,1
Cc1ccc(/C=C/C(=O)NCc2ccc3c(c2)OCO3)o1,-8,3,0.97,5,1,78*,-3,0.95
CCCNc1c(NC(=O)COc2ccc(Cl)cc2)c(=O)oc2ccccc12,4,-10,1.1,2,-1,7,-5,0.98
CCN(CC)S(=O)(=O)c1ccc(NC(=O)CN(c2cccc(F)c2)S(C)(=O)=O)cc1,1,-6,1.1,-1,1,-2,-1,1
Cc1cnc2cc([N+](=O)[O-])ccc2n1,-11,10,0.9,-2,0,-1,-7,1
COc1ccc(CNC(=O)C2CSCCS2)cc1 (stereo not given),0,14,0.85,7,2,-6,-2,0.93
CC(NC(=O)CCc1nnc(C2CCCCC2)o1)c1ccc(F)cc1 (stereo not given),8,-19,1.2,-1,0,-10,1,1
NS(=O)(=O)c1ccc(NC(=O)COC(=O)/C=C/c2ccc([N+](=O)[O-])cc2)cc1,4,-10,1.1,10,-2,-3,-3,0.9
CC(Sc1nc2scc(-c3ccccc3)c2c(=O)[nH]1)C(=O)NC(N)=O (stereo not given),14,-4,1,0,-12,-12,2,1

Screening results as filed in PubChem.
